Screens deposited in PubChem BioAssay by National Center for Advancing Translational Sciences (NCATS).
12-LOX inh = inhibitors of human 12S-lipoxygenase ALOX12. AID 1671190. purified 12hLO, xylenol orange hydroperoxide absorbance. Potency, µM (titrated, usually from 108 µM), inactives show at the highest dose activity change, negative = inhibition, hits mostly inhibitors. P18054. 580,000 tested, 1.1% active; note: % is set by controls: 0 for no effect and ±100 for the full control effect
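Hydroperoxide product was detected by ferrous iron/xylenol orange as the 573 to 405 nm absorbance ratio. Arachidonic acid at 40 uM (final) was turned over for 30 min at room temperature by 150 nM human 12hLO, pH 7.0 Hepes buffer, after 15 min compound preincubation.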
Tb PGK inh = inhibitors of T. brucei phosphoglycerate kinase | P07378 | 380,000 tested, 0.043% active | Potency, µM (series often up to 57.5 µM), for the others: at the highest dose activity change, negative = inhibition, most hits filed as inhibitors | PGK/GAPDH coupled, Kinase-Glo luminescence, 60 min; note: % is set by controls: 0 for no effect and ±100 for the full control effect; nearly all actives have a fitted effect of over 60% in size
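Recombinant glycosomal PGK reaction used 1,3-bisphosphoglycerate generated in-well by GAPDH (100nM final) in 100mM TEA pH 7.6, 5mM MgCl2, 0.01% Tween-20. After 60 minutes at room temperature, ATP was read by Kinase-Glo Plus luminescence end-point.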
RGS4 inh = human RGS4 inhibition. 390,000 tested, 0.039% active. Potency, µM (highest dose often 114 µM), for the others: at the highest dose activity change, negative = inhibition, actives largely listed as inhibitors. P49798. AID 504845. Transcreener GDP fluorescence polarization, RGS4-accelerated GTP hydrolysis; note: % is set by controls: 0 for no effect and ±100 for the full control effect; nearly all actives have a fitted effect of over 75% in size; some results filed as inactive show a strong effect at the top dose
Target sequence (P49798 whole entry, looked up): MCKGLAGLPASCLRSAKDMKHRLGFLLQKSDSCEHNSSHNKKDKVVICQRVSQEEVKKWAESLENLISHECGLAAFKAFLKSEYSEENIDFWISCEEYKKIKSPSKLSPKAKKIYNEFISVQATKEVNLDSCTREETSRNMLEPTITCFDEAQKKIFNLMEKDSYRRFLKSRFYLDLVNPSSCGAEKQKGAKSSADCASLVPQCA
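MLSMR compounds (23 nl, pin-transferred) preincubated 10 min at room temperature with a 500nM (2x) first reagent, then RGS4 at 900nM (2x) plus Transcreener GDP mix added; fluorescence polarization (620/688 nm) read before and after 90 min at 30 °C.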
GLS inh = glutaminase GLS (human) inhibition; O94925; 410,000 tested, 0.21% active; Potency, µM (doses to about 45.5 µM), for inactives: at the top dose activity change, negative = inhibition, hits mostly inhibitors; AID 624170; GLS enzymatic activity, qHTS titration; note: % is set by controls: 0 for no effect and ±100 for the full control effect
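hKGA in 45 mM KH2PO4 (pH 8.2), 0.02% Tween-20 with compound, then 1mM L-Glutamine (stock as added) plus glutamate oxidase/HRP/Amplex red coupling mix. Fluorescence read initially and after 30 min at RT; signal change reflects glutamate formation.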
JMJD2A Tudor inh = blocks the human JMJD2A Tudor domain. AID 504339. 390,000 tested, 4.4% active. O75164. Potency, µM (doses to about 114 µM), for inactives: at the highest dose activity change, negative = inhibition, hits mostly inhibitors. AlphaScreen JMJD2A-Tudor / H3K4me3 peptide binding; note: % is set by controls: 0 for no effect and ±100 for the full control effect; nearly all actives have a fitted effect of over 50% in size
HP1b binding inh = inhibitors of HP1-beta chromodomain binding to methylated histone tails; 390,000 tested, 0.56% active; P83916; Potency, µM (doses to about 114 µM), without a hit: at the highest dose activity change, negative = inhibition, usual class: inhibitors; AlphaScreen HP1-beta / biotin-H3K9me3 peptide binding; AID 540317; note: nearly all actives have a fitted effect of over 70% in size; inactives centre near 23
Target sequence (P83916 whole entry, looked up): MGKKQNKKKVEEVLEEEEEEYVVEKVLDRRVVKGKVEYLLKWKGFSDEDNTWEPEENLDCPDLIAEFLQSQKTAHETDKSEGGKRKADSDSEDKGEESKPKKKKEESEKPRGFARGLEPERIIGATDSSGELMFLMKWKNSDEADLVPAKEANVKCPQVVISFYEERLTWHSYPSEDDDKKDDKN
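HP1-beta protein (50 nM final) preincubated 30 min at room temperature with biotinylated H3(1-18)K9me3 peptide (50 nM) in PBS pH 7.4, 0.01% Tween-20, then compound added for 30 min. AlphaScreen streptavidin donor/nickel chelate acceptor beads (10 ug/mL final), 30 min dark, luminescence read.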
TrxR1 inh = rat TrxR1 inhibition; 390,000 tested, 1% active; recombinant rTrxR1, NADPH fluorescence consumption, selenite substrate; Potency, µM (doses to about 114 µM), for the others: top-dose activity change, negative = inhibition, hits mostly inhibitors; O89049; note: % is set by controls: 0 for no effect and ±100 for the full control effect; nearly all actives have a fitted effect of over 65% in size
Target sequence (O89049 whole entry, looked up): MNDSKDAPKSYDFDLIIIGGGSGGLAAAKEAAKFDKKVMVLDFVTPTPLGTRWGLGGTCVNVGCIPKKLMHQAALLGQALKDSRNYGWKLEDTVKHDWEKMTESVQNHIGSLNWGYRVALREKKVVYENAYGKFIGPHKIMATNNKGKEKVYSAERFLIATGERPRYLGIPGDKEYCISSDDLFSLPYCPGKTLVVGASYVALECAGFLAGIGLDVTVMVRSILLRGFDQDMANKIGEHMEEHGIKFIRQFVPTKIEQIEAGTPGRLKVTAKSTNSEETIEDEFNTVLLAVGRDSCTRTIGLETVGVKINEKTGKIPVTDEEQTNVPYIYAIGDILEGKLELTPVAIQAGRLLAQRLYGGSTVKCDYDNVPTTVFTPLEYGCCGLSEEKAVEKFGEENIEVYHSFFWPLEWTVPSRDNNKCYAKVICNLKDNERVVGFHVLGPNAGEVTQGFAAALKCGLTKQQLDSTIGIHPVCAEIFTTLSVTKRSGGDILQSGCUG
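Rat TrxR1 (90 nM in the dispensed reagent) was pre-reduced with 400 uM NADPH for 5 min at room temperature, then incubated with compound for 15 min. After 400 uM selenite was added, NADPH fluorescence (Ex 340/Em 450 nm) was followed for 8 min.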
Pin1 inh = inhibitors of human Pin1; Potency, µM (highest dose often 115 µM), for the others: at the top dose activity, negative = inhibition, hits mostly inhibitors; Pin1 FP peptide displacement, HiFluor488, 10 min; Q13526; 390,000 tested, 0.009% active; active = well fitted inhibition curve with a large enough effect in the polarisation, with a control signal flat, not every such curve was filed as active; inconclusive = small, poorly fitted or top-dose-only effect, or effect the other way, or a change in a side signal; inactive = no such curve, though single readings can be large or run the other way; the % refers to the polarisation; note: % is set by controls: 0 for no effect and ±100 for the full control effect
Target sequence (Q13526 whole entry, looked up): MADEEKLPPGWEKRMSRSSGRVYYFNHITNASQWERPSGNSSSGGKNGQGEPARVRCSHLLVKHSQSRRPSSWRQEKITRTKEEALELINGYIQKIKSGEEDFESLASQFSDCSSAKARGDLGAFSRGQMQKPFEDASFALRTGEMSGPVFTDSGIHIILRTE
ERG Ets-DNA blk = ERG Ets/DNA interaction inhibition | fluorescence polarization, His-ERG Ets domain / labelled DNA | Potency, µM (series often up to 76.9 µM), for the others: top-dose FP activity, negative = inhibition, hits mostly inhibitors | P11308 | 370,000 tested, 0.028% active; active = well fitted inhibition curve with a large enough effect in the polarisation, with a control signal flat; inconclusive = small, poorly fitted or top-dose-only effect, or effect the other way, or a change in a side signal; inactive = no such curve, though single readings can be large or run the other way; the % refers to the polarisation;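 note: polarization taken with two DNA probes labelled with fluorescein and Texas red; % of control where 0% means no effect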
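His-tagged ERG Ets domain (1 uM in the protein solution; 300mM KCl, 50mM Tris-HCl, 1mM EDTA, 1mM DTT, pH 7.5) received compound, then a probe mix of 5 nM fluorescein-DNA and 100nM Texas-615-DNA. Fluorescence polarization was read for both dyes.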
* = called active by the depositor; i = inactive; ? = inconclusive; & = joins results of further samples; [ ] = remark or other dose. Unless noted, calls come from the whole dose curve; as a rule, active = well fitted curve in the direction sought with a large enough effect; inconclusive = small, poorly fitted or top-dose-only effect, or another doubt; inactive = no such curve, though single readings can be large; an effect the other way counts as inactive or inconclusive. Potency is the fitted concentration of half-maximal effect. An excerpt. The share of hits here may be higher or lower than overall.

SMILES	GLS inh	TrxR1 inh	JMJD2A Tudor inh	Pin1 inh	HP1b binding inh	ERG Ets-DNA blk	Tb PGK inh	RGS4 inh	12-LOX inh
COc1ccc(NC(=S)N(CCN2CCCCC2)Cc2ccco2)cc1	14%	8%[57.1 µM]	-22%	-4%	20%	14%	-2%	-13%	3%
O=C(c1ccccc1)c1cccc(NC(=O)c2ccco2)c1	0%	-14%	-18%	5%	2%	-3%	5%	-27%	0%
COC(=O)CCC(=O)NNC(=O)C1CC1(c1ccccc1)c1ccccc1 (stereo unspecified)	-2%	17%	-10%	-3%	24%	-8%	-5%	18%	81%[activator]
CC(C)O/C(=N/S(=O)(=O)c1ccc(Cl)cc1)c1ccccc1	-7%	18%	14%	1%	78%[activator]	5%	-6%	-3%	-4%
O=C1C2C(C(=O)N1/N=C/c1ccco1)C1C=CC2C12CC2 (stereo unspecified)	-2%	2%	-15%	3%	13%	8%	-1%	0%	-14%
COC(=O)c1ccc(C(C(=O)NC2CCCCC2)N(Cc2ccccc2)C(=O)Cc2cccs2)cc1 (stereo unspecified)	-18%	-9%	1%	1%	23%	17%	-3%	-8%	-22%
O=C(c1ccco1)N1CCN(Cc2nnc(-c3cccc(Br)c3)o2)CC1	0%	3%[57.1 µM]	?	-2%	51%[activator]	3%	-2%	5%	3%
Nc1ncnc2c1ncn2[C@H]1C[C@H](O)[C@@H](CO)O1	1%	37%&4%	-1%&-22%	-3%&1%	20%&21%	2%	-9%	8%&12%	-14%
CC(=O)c1cccc(NC(=O)c2ccc3c(=O)n4c(nc3c2)CCCCC4)c1	5%	10%[57.1 µM]	-7%	-5%	37%	-24%	i	-15%	3%
CCOc1ccccc1C(=O)Nc1cccc2cccnc12	5%	-5%	80%[activator]	?	88%[activator]	0%	-1%	0%	-5%
CCN1C(=O)[C@H]2[C@H]3CN=C(SC)N3[C@@](CC)(C(=O)OC)[C@H]2C1=O	0%	10%	-14%	1%	32%	13%	-3%	-2%	-8%
Cc1ccc(SCC(=O)Nc2ccc3c(c2)C(=O)NC3=O)cc1	-5%	11%[57.1 µM]	-12%	7%	51%[activator]	-1%	6%	-6%	-2%

Further records.
SMILES	GLS inh	TrxR1 inh	JMJD2A Tudor inh	Pin1 inh	HP1b binding inh	ERG Ets-DNA blk	Tb PGK inh	RGS4 inh	12-LOX inh
CCC1(c2ccc(OC)cc2)NC(=O)N(CC(=O)N2CCc3ccccc32)C1=O (stereo unspecified)	-2%	1%	-12%	-6%	21%	0%	4%	-21%	-43%
COc1ccc2nc3ccccc3nc2c1NC(=O)c1ccc(Br)cc1	-7%	-3%	-9%	?	18%	0%	i	-16%	7%
Fc1ccc(/C=N/Nc2nc(-c3cccnc3)nc3ccccc23)cc1	-11%	30%[57.1 µM]	-19%	10%	24%	3%	-12%	?	0%
Cc1ccc(Cl)c(NC(=O)Nc2csc3c2CCCC3)c1	-3%	15%	-7%	2%	24%	3%	-1%	3%	-10%
COc1ccc(CN2CCN(C(=O)C3CCN(S(=O)(=O)c4cccs4)CC3)CC2)c(OC)c1OC	-2%	-7%	-11%	-5%	-5%	10%	1%	18%	-27%
COc1ccccc1C(=O)Nc1ccccc1C(=O)N1CCCC1	0%	7%[57.1 µM]	-10%	-4%	22%	1%	-4%	10%	13%
CC(=O)Nc1ccc(Nc2nnc(-c3ccc(C)c(S(N)(=O)=O)c3)c3ccccc23)cc1	-19%&10%	4%&-4%	-19%&-26%	14%&3%	16%&-17%	-12%&1%	-2%&0%	-8%&-9%	-21%&-30%
COC(=O)c1cc(NC2c3ccccc3C(=O)N2CCN2CCOCC2)cc(C(=O)OC)c1 (stereo unspecified)	-4%	11%[57.1 µM]	-12%	2%	29%	0%	-9%	3%	28%
COc1ccc(C)cc1NC(=O)CSc1nc2ccccc2nc1N1CCCC1	-1%	28%	34%[activator]	7%	121%[activator]	7%	-5%	5%	23%
O=C(NC1CCCCC1)C(c1cccnc1)N(C(=O)c1ccc(Cl)nc1)C1CCCCC1 (stereo unspecified)	-8%	-2%[57.1 µM]	-2%	-2%	39%	-2%	-8%	-7%	0%
CCOc1ccc(NS(=O)(=O)c2cc(NC(=O)CCS(=O)(=O)c3ccc(C)cc3)ccc2OC)cc1	-5%	-1%	-22%	-3%	10%	-10%	i	-4%	-17%
CC1(C)Cc2ccccc2-c2nnc(C(F)(F)F)n21	-1%	10%	-11%	2%	17%	-5%	i	2%	-11%

(list continues)
SMILES	GLS inh	TrxR1 inh	JMJD2A Tudor inh	Pin1 inh	HP1b binding inh	ERG Ets-DNA blk	Tb PGK inh	RGS4 inh	12-LOX inh
CC(C)CCNC(=O)CN1C(=O)CSc2ccc(S(=O)(=O)N3CCC(C)CC3)cc21	-2%	-1%[57.1 µM]	-13%	0%	40%[activator]	-8%	2%	17%	0%
COc1ccccc1NC(=O)C1CCN(S(=O)(=O)c2cccc3nonc23)CC1	-5%	3%[57.1 µM]	-20%	2%	-18%	11%	-3%	-2%	-11%
CCOC(=O)[C@H]1[C@H]2COc3ccc(Br)cc3[C@@H]2N2C(=O)c3cc(Br)ccc3NC(=O)[C@@]12C	3%	9%[57.1 µM]	-25%	2%	40%[activator]	4%	7%	19%	4%
CCc1ccc(C(=O)COC(=O)c2cc([N+](=O)[O-])ccc2NCCO)cc1	-2%	3%[57.1 µM]	?	-6%	0%	-1%	10%	-7%	-10%
CCN(C(=O)c1cccc(Br)c1)c1ccccc1	7%	0%[57.1 µM]	9%	-1%	19%	-1%	6%	-22%	-1%
C=CC[C@@H](CC(=O)NCCO)C(=O)N[C@@H](COC(=O)[C@@H](CC=C)CC(=O)OC(C)(C)C)Cc1c[nH]c2ccccc12	12%	12%	-33%	2%	12%	9%	-7%	-11%	-32%
COc1ccc(NC(=O)C2Cc3ccccc3C(=O)O2)cc1 (stereo unspecified)	2%	5%	-6%	1%	35%	-14%	2%	-1%	-14%
CCC(=O)Nc1ccc(N/C(N)=N/c2nc(C)cc(C)n2)cc1	0%	5%	-18%	-12%	12%	8%	6%	15%	227%[activator]
CCOc1ccc(-n2c(C)c(C(=O)OC)c3cc(O)ccc32)cc1	4%	9%	-24%	0%	3%	-2%	i	-19%	0%
O=C(OCCN1C(=O)c2ccccc2C1=O)c1ccc(S(=O)(=O)N2CCCCCC2)cc1	3%	14%	-12%	-1%	21%	-1%	-2%	20%	-23%
CCn1cc2nc(SCc3cccc(Cl)c3)n(Cc3ccc(C)cc3)c(=O)c2n1	-5%	7%	-6%	7%	32%	1%	i	1%	-22%
COc1ccc(N2CCN(C(=O)COC(=O)COc3cccc(C(F)(F)F)c3)CC2)cc1	30%[activator]	28%	-29%	2%	17%	-2%	-2%	3%	22%

Further results
SMILES	GLS inh	TrxR1 inh	JMJD2A Tudor inh	Pin1 inh	HP1b binding inh	ERG Ets-DNA blk	Tb PGK inh	RGS4 inh	12-LOX inh
CCOC(=O)COc1ccc2nsnc2c1Cl	5%	-13%[57.1 µM]	-10%	7%	37%	8%	1%	-48%	0%
CCCOC(=O)c1ccc(Nc2nc3ccccc3nc2-n2nc(C)cc2C)cc1	-6%	8%	28%	0%	78%[activator]	-5%	-8%	6%	-15%
CCOC(=O)c1ccc(NC(=O)CCc2nc(-c3ccc(C)cc3)no2)cc1	2%	20%	-14%	7%	21%	-2%	1%	-14%	-15%
Clc1ccc(-c2c[nH]c3ccccc23)nn1	1%	6%	-20%	0%	7%	2%	-12%	18%	-3%
COCCCNS(=O)(=O)c1cccc(S(=O)(=O)c2cccc(S(=O)(=O)NCCCOC)c2)c1	0%	10%	-11%	-2%	25%	3%	7%	33%	0%
Cc1nc2sccn2c(=O)c1S(=O)(=O)NCc1ccc(F)cc1	0%	5%	11%	?	41%[activator]	5%	-3%	-1%	-4%
C#CCOCCOCCOCCNc1nc(N2CCN(C(=O)Cn3cc(CCCCN)nn3)CC2)nc(N2CCN(C(=O)Cn3cc(CCCCN)nn3)CC2)n1	3%	-22%[57.1 µM]	-27%	-2%	19%	-5%	i	19%	?
CC(C)C(C)NC(=O)CSc1nnc(-c2c[nH]c3ccccc23)o1 (stereo unspecified)	0%	8%[57.1 µM]	-8%	-1%	34%	-1%	2%	-27%	-5%&-4%
C=CCn1c(COc2ccc(Cl)cc2)nnc1SCC(=O)N/N=C/c1cccc(O)c1	-2%	14%[57.1 µM]	-7%	-5%	50%[activator]	-2%	5%	-5%	396%[activator]
COc1ccc(C(=O)Cn2cnc3ccc(Cl)cc3c2=O)cc1F	2%	16%	-3%	19%	21%	-1%	3%	14%	-19%
CC1=C(C(=O)Nc2ccc(C)cc2C)C(c2ccccc2C)n2ncnc2N1 (stereo unspecified)	4%	3%[57.1 µM]	-18%	-1%	7%[57 µM]	-6%	2%	13%	-1%
O=S(=O)(c1cccs1)N1CCN(c2ccccc2F)CC1	5%	-13%	1%	2%	42%[activator]	-5%	-8%	16%	13%
CN(C(=O)c1cccc(NC(=O)Cc2cccc([N+](=O)[O-])c2)c1)C1CC1	7%	-1%	-16%	-2%	30%	-2%	-8%	-12%	-7%
CCCCn1c(N)c(N(CCOC)C(=O)CCNC(=O)NC23CC4CC(CC(C4)C2)C3)c(=O)[nH]c1=O	7%	25%	-11%	-8%	19%	3%	i	22%	-21%
